Xi reactivation – reactivates the inactive X chromosome in mouse fibroblasts. 0.055% of 360,000 active. activation, % at 7.58 µM. XiGFP mouse fibroblasts, % GFP-positive cells imaging, 3 d; cells co-treated with 5-aza-dC sensitizer; scaled so ellipticine positive control = 100%;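 active = mean normalized replicate activation at least 10% and every replicate at or above 10%; inconclusive = only one of the two criteria met; inactive = mean below 10% and not all replicates reach 10%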;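 note: 0% = median of on-plate neutral control wells and 100% = ellipticine 6 µM median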
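assay system = SV40-immortalized XiGFP fibroblast cells, line 68-5-11 | buffer or medium = DMEM plus 5-aza-dC sensitizer | doses = single-point pinned compound dosing | times = 3-day compound exposure, then 15 min fixation at room temperature | benchmarks = positive control ellipticine, 6 µM final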
F508del corr – correctors of CFTR F508del function in bronchial epithelial cells; activity (quench increase), % at 7.58 µM; AID 720511; CFBE cells, YFP halide quenching; stimulated with forskolin plus potentiator P3; % fluorescence drop versus neutral controls; 0.36% of 350,000 active;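 active = mean added fluorescence quench of at least 8% versus neutral control, with both replicates also reaching 8%; inconclusive = only one of the mean or replicate conditions met; inactive = mean below 8% and not both replicates reaching 8%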;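 note: cells transiently co-express mutant CFTR-F508del with the halide-sensitive YFP; corrector assay measuring rescue of mutant channel to the surface after 24 h compound exposure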
GSIS activator – primary screen for activators of insulin secretion dependent on glucose, INS-1E cells, GLuc reporter luminescence | INS-1E GLuc reporter insulin secretion, 2-3 h | activation, % at 16.6 µM | 0.61% of 370,000 active;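 active = lowest replicate activation of at least 40%, so every replicate reaches that level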;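 note: 0% = median of neutral control wells and 100% = median of IBMX positive control wells; some compounds called inactive have numbers as strong as hits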
EWS-Fli inh – inhibitors of EWS/Fli oncoprotein transcriptional activity | A673 NR0B1-luciferase reporter, viability-normalised | 0.67% of 350,000 active | inhibition, % at 12.6 µM;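 active = mean inhibition of at least 50% after viability correction, with every replicate also passing that limit; inconclusive = mean reaches 50% but only one of two replicates passes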;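 note: firefly luciferase signal divided by Alamar Blue viability fluorescence both relative to DMSO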
PAX8 reporter – lowers PAX8-driven luciferase in RMG-I cells | RMG-I TPO-luciferase reporter, SteadyGlo, 24 h | inhibition, % at 12.6 µM | 1.2% of 360,000 active;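 active = mean replicate inhibition at least 60% with every replicate also reaching 60%; inconclusive = only one of the two criteria is met; inactive = mean below 60% and not all replicates reaching 60%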;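 note: luciferase light reporting Pax8 driven TPO promoter activity; plate controls were median of neutral control wells for no effect and mitoxantrone controls for full effect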
ARNT TACC3 PPI – disrupts binding between human ARNT and TACC3. Q9Y6A5. AlphaScreen His-ARNT PAS-B/GST-TACC3 binding, luminescence; TACC3 fragment carries E629A point mutation. inhibition, % at 9.99 µM. 0.66% of 390,000 active. AID 623870;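 active = mean inhibition of replicates at least 50% and at least half of replicates each reaching 50%; inconclusive = half or more replicates reach 50% but mean below 50%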;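 note: 0% = complete ARNT plus TACC3 wells and 100% = ARNT alone without TACC3; many hits fall short of the cut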
DENV2 CPE – inhibitors of DENV2 cytopathic effect. AID 651640. CPE inhibition, % at 9.99 µM. DENV2-infected cells, cytopathic effect rescue, plate reader. 1.7% of 350,000 active; in the data active = CPE inhibition above about 20%, passing the limit was not always enough; inconclusive = no clear call, values can overlap the other calls; tested in BHK-21 cells;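 note: 0% = median of neutral control wells and 100% = median of positive control wells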
ERp5 inh – ERp5 (human) disulfide isomerase inhibition | Q15084 | ERp5 insulin aggregation, absorbance 650 nm, 90 min | inhibition, % at 9.99 µM | 0.05% of 350,000 active | AID 651711;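 active = mean replicate inhibition above about 25%, with every replicate also reaching it, limit read from the data, passing the limit was not always enough; inconclusive = only one of those two criteria met; inactive = neither criterion met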
Target sequence (Q15084 whole entry, looked up): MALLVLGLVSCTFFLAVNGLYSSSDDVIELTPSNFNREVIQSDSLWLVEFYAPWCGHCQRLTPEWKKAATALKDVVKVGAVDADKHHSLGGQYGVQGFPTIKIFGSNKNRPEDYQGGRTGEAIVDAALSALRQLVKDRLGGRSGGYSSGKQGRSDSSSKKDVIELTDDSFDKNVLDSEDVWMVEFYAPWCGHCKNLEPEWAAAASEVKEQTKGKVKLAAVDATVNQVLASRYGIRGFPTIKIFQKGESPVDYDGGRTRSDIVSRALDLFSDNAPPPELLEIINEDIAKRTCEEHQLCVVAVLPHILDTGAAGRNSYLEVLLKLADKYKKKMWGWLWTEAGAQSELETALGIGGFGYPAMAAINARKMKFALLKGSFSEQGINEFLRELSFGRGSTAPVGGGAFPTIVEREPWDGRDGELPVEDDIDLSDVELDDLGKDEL
* marks the source's active call; other numbers are inactive results; ? = inconclusive; . = no result given; & = joins results of further samples. Rows are unselected, and some 4.2% of all compounds hit somewhere here.

SMILES	Xi reactivation	F508del corr	GSIS activator	EWS-Fli inh	PAX8 reporter	ARNT TACC3 PPI	DENV2 CPE	ERp5 inh
C[C@H](CO)N1C[C@H](C)[C@@H](CN(C)S(C)(=O)=O)Oc2ccc(NC(=O)CCC(F)(F)F)cc2C1=O	0.0&0.0	-3.1&-0.7	6&3	4&1	-15&-12	-15&-11	-8&6	3&0
C=CC[N+](C)(C)c1ccc(CCC(=O)CCc2ccc([N+](C)(C)CC=C)cc2)cc1	0.2	1.5	.	-3	5	-4	0	2
COc1cc2[nH]c(=O)c(C(=O)NCc3ccccc3Cl)c(O)c2cc1OC	0.3	1.1	-3	-8	-29	13	6	3
O=C(CN1CCCCCC1)Nc1ccccc1[N+](=O)[O-]	0.0	0.3	13	2	9	51*	-6	2
O=C(O)C(Cc1cccs1)c1cccs1 (configuration not stated)	0.2	-2.4	-9	-3	.	12	-8	6
Nc1ncccc1OCc1ccc(Br)cc1	0.0	0.8	-32	-96	-222	-3	4	3
Cc1ccc(C(=O)O/N=C(\N)c2nonc2N)cc1	0.0	3.2	-1	-25	-26	0	-21	0
O=C(c1ccco1)N(Cc1cccc(Cl)c1)C1CCS(=O)(=O)C1 (configuration not stated)	-0.1	-2.7	22	.	9	1	-6	.
CCC(=O)Nc1ccc2c(c1)C(=O)N(C)C[C@H](OC)[C@H](C)CN(Cc1ccncc1)[C@@H](C)CO2	0.0	1.2	18	-5	14	1	.	-3
CN1C[C@@H]2C(c3ccc(C(F)(F)F)cc3)C3(c4cccnc4)CC2(C3)[C@H]1c1ccccc1 (some centres not stated)	0.1	-2.3	-6	0	0	9	4	-7
O=C1C2C3C=CC(C4CC34)C2C(=O)N1Cc1ccco1 (configuration not stated)	0.2	.	-9	-3	8	12	6	3
C[C@H]1CN([C@@H](C)CO)C(=O)c2c(c3ccccc3n2C)-c2ccccc2CO[C@H]1CN(C)C(=O)[C@@H]1CCCN1C	-0.1&0.3	1.7	2&20	-6	-16	.	-13	4
C[C@@H]1CN([C@H](C)CO)C(=O)c2cc(-c3ccc(F)cc3)cnc2O[C@@H]1CN(C)C(=O)C1CCC1	0.2	1.4	24	-7	.	-4	-15	2
CCCOc1ccc(C(=O)CCC(=O)Nc2ccc(N3CCN(C)CC3)cc2)cc1	-0.6	-3.6	4	10	-9	7	0	1
CCNc1nc(NC(C)(C)C)nc(N2CCCCC2)n1	0.0	0.6	12	15	23	-14	12	0
COc1ccc(C2c3c(-c4ccccc4O)n[nH]c3C(=O)N2Cc2ccco2)cc1OC (configuration not stated)	0.0	-2.0	11	-7	18	3	-5	2
O=C(CCN1CCCCC1)NCC[C@@H]1CC[C@H](NC(=O)C2CCOCC2)[C@@H](CO)O1	0.0	-2.1	-2	-6	-15	-1	3	-3
COc1ccc2nc(NC(=O)c3ccc(NS(=O)(=O)c4cccs4)cc3)sc2c1	0.2	.	9	.	-29	-3	.	.
CCn1c(O)c(N=NC(=O)CNC(=O)Cc2ccccc2)c2ccccc21	0.0	3.1	2	6	22	1	1	13
c1cncc(-c2nn3c(Cn4nnc5ccccc54)nnc3s2)c1	.	-1.0	-2	3	.	23	0	2
COc1ccc2[nH]c3c(=O)n(CCN4CCOCC4)cnc3c2c1	-0.2	0.2	26	-14	-18	.	0	-5
O=C(Nc1ccc(F)cc1)N1C[C@@H]2[C@H](c3ccccc31)[C@H](CO)N2Cc1ccccc1Cl	0.1	0.8	-2	0	-3	-1	15	-5
CCN1CCN(C(=O)/C=C/c2ccc([N+](=O)[O-])cc2)CC1	-0.2	.	40	.	2	3	.	.
O=C(O)c1ccc(NCc2nc3ccccc3n2Cc2ccccc2F)cc1	-0.1	1.2	-15	7	-13	1	-2	-2
Cc1ccc(-c2cnc3c(c2)C(=O)N([C@H](C)CO)C[C@H](C)[C@@H](CN(C)Cc2ccccc2F)O3)cc1	0.0&0.1	3.3&-0.8&0.4	-21&-23	3&-5&4	3	3&5	1&2&4	-2&-3&2
O=C(Cc1cccc(F)c1F)NC1CCCN(Cc2ccc(Cl)cc2)C1 (configuration not stated)	0.0	-2.5	-25	8	7	-3	1	-5
CCn1cc(C(=O)NCCO)c(=O)c2cc(F)c(N3CCN(C)CC3)cc21	0.1	4.0	19	6	18	5	-5	1
COc1ccc(S(=O)(=O)N(C)C[C@@H]2Oc3ccc(NC(=O)Nc4ccc5c(c4)OCO5)cc3C(=O)N([C@@H](C)CO)C[C@H]2C)cc1	-1.1	0.9	-3	-12	.	24	-1	17
CC(C)C#Cc1cnc2c(c1)C(=O)N([C@@H](C)CO)C[C@H](C)[C@H](CN(C)C(=O)Cc1ccccn1)O2	2.1	5.6	5	-7	-7	.	-2	0
C=CC1=CCN(S(=O)C(C)(C)C)[C@H]1CCO (some centres not stated)	0.0	2.1	14	9	4	-3	-14	-1
CSc1cccc(NC(=O)C2CC(=O)N(Cc3ccccc3)C2)c1 (configuration not stated)	0.0	2.3	.	.	3	0	?	7
Nc1nc(=S)ss1	-0.1	-6.2	-13	6	6	10	4	-8
O=C(C[C@H]1C[C@H](C(=O)N2CCOCC2)[C@@]2(CCC3CCCC3)c3[nH]c4cc(-c5ccco5)ccc4c3CCN2C1=O)NCCCn1ccnc1	-0.3	-1.1	-15	4	15	6	?	-2
CCc1nnc(NC(=O)[C@@H](NC(=O)c2ccc(OC)cc2)C(C)C)s1	0.0	.	-2	-5	10	-2	0	3
COc1cc(COC(=O)Oc2ccc(CNC(C)=O)cc2OC)c([N+](=O)[O-])cc1OC	-0.2	2.8	.	-1	-6	2	?	3
CC(C)NC(=O)N(C)C[C@@H]1Oc2ccc(NS(=O)(=O)c3ccc(Cl)cc3)cc2CC(=O)N([C@H](C)CO)C[C@H]1C	-0.1	-0.1	-8	-4	-19	-28	16	2
Cc1cc(C)c2nc(N3CCC(C(=O)N4CCCC4)CC3)sc2c1	.	1.2	-15	-3	.	-8	-1	-1
CCCc1cn(CC[C@H]2CC[C@H](NC(=O)Nc3ccccc3F)[C@@H](CO)O2)nn1	-0.1	2.3	6	-2	-6	-4	2	1
C[C@H]1CN([C@@H](C)CO)C(=O)CCCn2cc(nn2)CO[C@@H]1CN(C)S(=O)(=O)c1ccc(Cl)cc1	0.4&-0.3	2.1&1.4&2.0	-3&0	-25&4&6	17&-2	-4&2	18&13&6	4&-2&0
CCCCN1C(=S)NC[C@@H]1c1ccccc1	0.0	2.9	-1	-8	-5	-7	13	4
CC/C(=N\Nc1nncc2ccccc12)c1ccc(F)cc1	0.4	0.1	-1	-118	-181	8	-4	0
O=C(N[C@H]1CC[C@@H](CC(=O)N2CCOCC2)O[C@@H]1CO)c1ccc2c(c1)OCO2	-0.6	0.7	-3	1	-1	-3	9	15
COCC#Cc1ccc([C@@H]2[C@H]3CN(C(=O)C4CCOCC4)CC(=O)N3[C@H]2CO)cc1	0.4	-5.5	11	13	-31	.	-3	5
CNC[C@H]1Oc2ccc(NC(=O)Nc3ccc(OC)cc3)cc2CC(=O)N([C@H](C)CO)C[C@H]1C	-0.8	-1.7	9	4	6	9	0	2
CC(=O)NCC(=O)N1CCCC(C(=O)c2ccc(-c3ccccc3)c(F)c2)C1 (configuration not stated)	-0.2	1.2	15	3	1	-1	3	-1
C[C@@H]1CCCCO[C@@H](CN(C)S(=O)(=O)c2ccc(Cl)cc2)[C@H](C)CN([C@H](C)CO)C(=O)c2cc(NC(=O)c3ccccc3)ccc2O1	0.5	-2.5	-22	13	43	-1	-4	13
O=C(NCCN1CCOCC1)/C(=C\c1ccccc1Cl)NC(=O)c1ccccc1	0.1	-0.5	9	.	4	-1	-4	5
COC(=O)c1ccccc1NC(=O)c1sc(Cl)nc1C	0.0	-2.0	-1	-5	3	5	9	1
Cc1ccc(SCc2ccc(C(=O)NCc3ccncc3)cc2)cc1	.	-2.1	-2	3	.	8	0	-3
CC(=O)NCCNC(=O)c1ccc(NC2=NC3CS(=O)(=O)CC3S2)cc1 (configuration not stated)	-0.1	1.9	23	1	14	-5	-8	-2

New compounds follow.
SMILES	Xi reactivation	F508del corr	GSIS activator	EWS-Fli inh	PAX8 reporter	ARNT TACC3 PPI	DENV2 CPE	ERp5 inh
COc1ccc(N2CCN(C(=O)c3cc4c(s3)-c3ccccc3S(=O)(=O)C4)CC2)cc1	.	-0.6	-30	5	3	-5	-4	1
CCCCN=CC1=C(O)CC(c2ccccc2)CC1=O (configuration not stated)	0.3	2.1	-1	2	-2	-1	-4	10
CCC(CO)N=C1CC(C)(C)CC(=O)/C1=C(/O)CCCN1C(=O)c2ccccc2C1=O (configuration not stated)	0.9	0.6	11	7	26	-5	-5	4
C/C(=N/NC(=O)c1sc(NS(=O)(=O)c2ccccc2)nc1C)c1sc(N)nc1C	0.3	-3.0	21	-11	1	3	3	1
Cc1ccc(NC(=O)c2c(C)nc3sc(C(=O)NC4CCCC4)c(N)c3c2-c2ccco2)c(C)c1	0.0	0.1	.	15	39	-7	.	0
COc1ccc(CCNC(=O)c2ccc([N+](=O)[O-])cc2Cl)cc1OC	0.0	1.7	.	9	18	-2	4	-4
C[C@H](CO)N1C[C@H](C)[C@@H](CN(C)Cc2cncnc2)Oc2ncc(C#Cc3ccccn3)cc2C1=O	-0.1	-0.6	1	-2	.	15	2	-1
COc1ccc(CNC(=O)C[C@@H]2C=C[C@H](NC(=O)c3ccc4c(c3)OCO4)[C@@H](CO)O2)cc1	0.3	5.0	1	2	-11	3	?	4
COc1ccc(NC(=O)N(C)C[C@H]2Oc3cc(-c4cccc(C(=O)N(C)C)c4)ccc3S(=O)(=O)N([C@@H](C)CO)C[C@H]2C)cc1	-0.6	0.9	-5	-3	0	.	-3	1
Cc1ccn(CCC(=O)N2CCCC(CCC(=O)N3CCN(c4ccccn4)CC3)C2)n1 (configuration not stated)	0.2	-1.2	7	-5	0	-13	-4	-4
OC[C@@H]1CN(Cc2cccs2)C[C@H](n2cnc3c(NCc4ccco4)ncnc32)O1	0.0	3.3	24	15	15	.	-4	0
COCC(=O)NC[C@H]1[C@@H](c2ccc(C3=CCCC3)cc2)[C@H](CO)N1C(=O)C1CC1	0.4	1.0	8	-5	4	-12	0	4
O=C(CCS(=O)(=O)c1ccc(Br)cc1)NCCC1=CCCCC1	0.5	-0.7	17	.	11	-7	-7	1
Nc1ccc(C(=O)Nc2ccc(OC(F)(F)C(F)F)c(NC(=O)c3ccc(N)cc3)c2)cc1	0.0	-2.0	-5	-22	26	-2	-6	0
Fc1ccc(/C=N/Nc2nn[nH]n2)cc1	0.0	-0.7	.	5	7	4	6	-2
Cn1nnnc1SCC(=O)Nc1cc(C(F)(F)F)ccc1N1CCOCC1	0.0	0.9	7	11	15	.	2	-2
Cc1ccc(OCC(=O)Nc2ccc(CN3CCOCC3)cc2)cc1	0.0	2.7	1	-3	-2	-14	1	-4
c1ccc(-c2nnsc2-c2ncc[nH]2)cc1	0.0	-3.7	11	1	4	-5	-6	3
C[C@H](CO)N1C[C@H](C)[C@@H](CN(C)Cc2ccc3c(c2)OCO3)Oc2ccc(NC(=O)CCCN(C)C)cc2CC1=O	-0.2	6.8	17	.	-5	22	.	-8

Screening data as filed in PubChem BioAssay.
